Pol eta inh = qHTS for Inhibitors of Polymerase Eta. DNA polymerase eta (Homo sapiens), Q9Y253. recombinant Pol eta, fluorescent DNA replication assay. Potency, µM (doses to about 114 µM), without a hit: at the highest dose activity change, negative = inhibition, hits mostly inhibitors. 390,000 compounds, 1.2% hits; further: potency means the concentration at half of the fitted maximal effect; on the % scale 0 is the no-effect control and ±100 the full control effect
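Fluorescent replication assay: 50 nM final substrate added after a 15 min room-temperature compound preincubation with 10 nM enzyme. Signal taken at 0 min and again at 10 min.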
G9a inh = qHTS Assay for Inhibitors of Histone Lysine Methyltransferase G9a | G9a H3K9 monomethylation, AlphaScreen, 2 h | 350,000 compounds, 8.8% hits | AID 504332, 2011 | Histone-lysine N-methyltransferase EHMT2 (Homo sapiens), Q96KQ7 | Potency, µM (titrated, usually from 102 µM), for inactives: at the top dose activity, negative = inhibition, actives largely listed as inhibitors; further: potency means the concentration at half of the fitted maximal effect; on the % scale 0 is the no-effect control and ±100 the full control effect; nearly all actives have a fitted effect of over 75% in size
Target sequence (Q96KQ7 913-1193 limits assumed): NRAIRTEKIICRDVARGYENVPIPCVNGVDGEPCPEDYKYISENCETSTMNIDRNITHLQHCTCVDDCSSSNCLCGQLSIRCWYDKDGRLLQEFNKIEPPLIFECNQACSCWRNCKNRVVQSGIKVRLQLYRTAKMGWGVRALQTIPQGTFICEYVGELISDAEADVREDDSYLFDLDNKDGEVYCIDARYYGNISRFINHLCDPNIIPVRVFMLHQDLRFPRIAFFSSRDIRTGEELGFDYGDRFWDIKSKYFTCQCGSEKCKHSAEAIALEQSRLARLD
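AlphaScreen read-out: biotin-H3K9 peptide (500 nM) methylation by 20 nM enzyme with 20 uM SAM, 2 h at room temperature after 15 min compound preincubation; anti-monomethyl H3K9 antibody plus donor/acceptor beads, 10 min dark.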
Pin1 inh = qHTS Assay to Find Inhibitors of Pin1. Peptidyl-prolyl cis-trans isomerase NIMA-interacting 1 (Homo sapiens), Q13526. Potency, µM (highest dose often 115 µM), without a hit: top-dose activity, negative = inhibition, actives largely listed as inhibitors. 390,000 compounds, 0.009% hits. Pin1 FP peptide displacement, HiFluor488, 10 min. AID 504891, 2011; active means well fitted inhibition curve with a large enough effect in the polarisation, with a control signal flat, not every such curve was filed as active; inconclusive means small, poorly fitted or top-dose-only effect, or effect the other way, or a change in a side signal; inactive means no such curve, though single readings can be large or run the other way; the % refers to the polarisation; further: potency means the concentration at half of the fitted maximal effect; on the % scale 0 is the no-effect control and ±100 the full control effect
Target sequence (Q13526 whole entry, looked up): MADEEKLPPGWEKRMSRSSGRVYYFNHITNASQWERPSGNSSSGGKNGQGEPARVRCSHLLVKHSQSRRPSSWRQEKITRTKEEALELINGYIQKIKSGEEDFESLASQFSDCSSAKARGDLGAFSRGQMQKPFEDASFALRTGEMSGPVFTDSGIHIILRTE
HP1b chromo inh = HTS for Inhibitors of HP1-beta Chromodomain Interactions with Methylated Histone Tails | Chromobox protein homolog 1 (Homo sapiens), P83916 | AlphaScreen HP1-beta / biotin-H3K9me3 peptide binding | Potency, µM (series often up to 114 µM), for the others: at the highest dose activity change, negative = inhibition, most hits filed as inhibitors | 390,000 compounds, 0.56% hits | AID 540317, 2011; further: potency means the concentration at half of the fitted maximal effect; nearly all actives have a fitted effect of over 70% in size; inactives centre near 23
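AlphaScreen: HP1-beta (50 nM) preformed 30 min with biotin-H3(1-18)K9me3 peptide (50 nM) in PBS pH 7.4, 0.01% Tween-20. Compound added for 30 min at RT, then streptavidin donor/nickel chelate acceptor beads (10 ug/mL) for 30 min.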
JMJD2A Tudor inh = qHTS Assay for Inhibitors of JMJD2A-Tudor Domain; Lysine-specific demethylase 4A (Homo sapiens), O75164; AlphaScreen JMJD2A-Tudor / H3K4me3 peptide binding; Potency, µM (series often up to 114 µM), for the others: at the top dose activity change, negative = inhibition, usual class: inhibitors; 390,000 compounds, 4.4% hits; AID 504339, 2011; further: potency means the concentration at half of the fitted maximal effect; on the % scale 0 is the no-effect control and ±100 the full control effect; nearly all actives have a fitted effect of over 50% in size
PGK inhibitor = qHTS Assay to Find Inhibitors of Phosphoglycerate Kinase; Phosphoglycerate kinase, glycosomal (Trypanosoma brucei brucei), P07378; PGK/GAPDH coupled, Kinase-Glo luminescence, 60 min; Potency, µM (highest dose often 57.5 µM), for the others: at the top dose activity change, negative = inhibition, most hits filed as inhibitors; 380,000 compounds, 0.043% hits; further: potency means the concentration at half of the fitted maximal effect; on the % scale 0 is the no-effect control and ±100 the full control effect; nearly all actives have a fitted effect of over 60% in size
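Luminescent ATP detection (Kinase-Glo Plus) follows a 60-minute room-temperature incubation, with wells lacking PGK as controls. Buffer: 100 mM TEA (pH 7.6), 5 mM MgCl2, 0.01% Tween-20. Coupling enzyme GAPDH (100 nM final) supplies unstable 1,3-BPG in-well.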
BAZ2B inh = qHTS Assay for Inhibitors of BAZ2B; AlphaScreen BAZ2B-H3K14Ac peptide displacement; Bromodomain adjacent to zinc finger domain protein 2B (Homo sapiens), Q9UIF8; 360,000 compounds, 4.4% hits; AID 504333, 2011; Potency, µM (highest dose often 114 µM), for the others: top-dose activity change, negative = inhibition, most hits filed as inhibitors; further: potency means the concentration at half of the fitted maximal effect; on the % scale 0 is the no-effect control and ±100 the full control effect; nearly all actives have a fitted effect of over 60% in size
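Protein-peptide AlphaScreen: BAZ2B 50 nM, b-H3K14Ac 50 nM, 1x PBS pH 7.4 + 0.01% Tween-20. Preincubation 30 min RT; cpd 30 min RT (top 110 uM); beads 20 min RT, light-protected.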
PI4K2A inh = qHTS for small molecular inhibitors of PI4K2A | 420,000 compounds, 0.13% hits | activity change, negative = inhibition, % at 76.9 µM | Phosphatidylinositol 4-kinase type 2-alpha (Homo sapiens), Q9BTU6 | AID 1346378, 2018 | purified PI4K2A, ADP-Glo luminescence, 1 h; hits give low values; in the data active means activity change below about -50%; inconclusive means mostly about -30% to -49%;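 further: -100% = wells without enzyme as full effect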
Target sequence (Q9BTU6 whole entry, looked up): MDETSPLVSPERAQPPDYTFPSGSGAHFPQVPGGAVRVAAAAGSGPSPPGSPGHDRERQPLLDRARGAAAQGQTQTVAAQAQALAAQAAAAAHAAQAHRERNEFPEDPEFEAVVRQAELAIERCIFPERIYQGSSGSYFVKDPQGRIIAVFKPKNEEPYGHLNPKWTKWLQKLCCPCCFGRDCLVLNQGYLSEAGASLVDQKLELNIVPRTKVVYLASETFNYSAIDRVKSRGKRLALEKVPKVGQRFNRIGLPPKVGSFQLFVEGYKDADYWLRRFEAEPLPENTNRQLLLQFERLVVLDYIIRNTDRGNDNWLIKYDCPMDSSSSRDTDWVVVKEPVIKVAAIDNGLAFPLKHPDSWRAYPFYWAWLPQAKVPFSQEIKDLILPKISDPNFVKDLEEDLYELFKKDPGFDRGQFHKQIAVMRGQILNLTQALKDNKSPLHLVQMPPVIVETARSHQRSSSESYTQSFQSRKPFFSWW
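Compounds are screened against recombinant PI4K2A using PI as substrate and ATP, the latter dispensed at 300 microM. Reactions run one hour at ambient temperature before ADP-Glo detection; full inhibition defined by wells lacking enzyme.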
GLS inhibitor = qHTS for Inhibitors of Glutaminase (GLS). Glutaminase kidney isoform, mitochondrial (Homo sapiens), O94925. Potency, µM (doses to about 45.5 µM), for the others: top-dose activity change, negative = inhibition, hits mostly inhibitors. GLS enzymatic activity, qHTS titration. 410,000 compounds, 0.21% hits; further: potency means the concentration at half of the fitted maximal effect; on the % scale 0 is the no-effect control and ±100 the full control effect
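Glutamate formation by hKGA was monitored fluorometrically using coupled glutamate oxidase, HRP and Amplex Red. Substrate was added as 1 mM L-glutamine solution; incubation was 30 min at RT after an initial read.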
Active calls of the source: *; i = inactive; ? = inconclusive; · = no result given; [ ] = remark or other dose. Unless noted, the call rests on the fitted dose curve; in most records, active means well fitted curve in the direction sought with a large enough effect; inconclusive means small, poorly fitted or top-dose-only effect, or another doubt; inactive means no such curve, though single readings can be large; an effect the other way counts as inactive or inconclusive. These rows are one share of the data, so the mix of outcomes need not match the whole.

Pol eta inh	G9a inh	Pin1 inh	HP1b chromo inh	JMJD2A Tudor inh	PGK inhibitor	BAZ2B inh	PI4K2A inh	GLS inhibitor	SMILES
6%	16%	-3%	21%	16%	0%	8%	-1	·	CC(C)(C)c1ccc(CS(=O)(=O)CC2(O)CCN(C(=O)c3cccc(C(F)(F)F)c3)CC2)cc1
-2%	·	·	·	·	i	·	-1	2%	O=C(CCCN1C(=O)/C(=C\c2cccs2)SC1=S)Nc1ccccc1O
-20%	19%	1%	31%	-3%	-3%	0%	-8	-8%	COC(=O)CN(C)C(=O)c1ccc(OC)c(OC2CCN(C(C)C)CC2)c1
-28%	10%	5%	72%[activator]	21%	5%	15%	-1	1%	Cc1cc(Cl)ccc1OC(C)C(=O)Nc1ccccc1N1CCOCC1 (stereo not given)
3%	6%[59 µM]	-4%	-31%	-23%	-9%	-4%	-3	-12%	CCOc1ccccc1CNC(=O)c1cnc2sc(N(CC)CC)nn2c1=O
-29%	-7%[59 µM]	54%[activator]	12%	-19%	3%	-22%	-1	0%	COc1ccc(/C=C(\C#N)C(=O)OCC(=O)Nc2ccc(C(C)(C)C)cc2)cc1
-16%	-40%	?	7%	-12%	-5%	·	1	10%	CC(C)c1ccc(/C=C2\Oc3c(ccc(O)c3CN3CCN(C)CC3)C2=O)cc1
20µM*	-42%[59 µM]	-1%	18%	0%	-1%	-38%	-17	26%	CC(=O)CCc1c(C)nc2ccc(C(=O)O)cc2c1Cl
-16%	-14%	-18%	18%	-16%	2%	9%	-3	3%	Cn1c(=O)[nH]c(=O)c2c1nc(N1CCCC1)n2CC(O)COc1ccccc1 (stereo not given)
2%	7%	-2%	5%	-7%	5%	2%	1	6%	O=C(CCS(=O)(=O)c1ccccc1)Nc1ccc(S(=O)(=O)Nc2ncccn2)cc1
-18%	?	?	157%[activator]	?	-1%	?	-5	0%	Clc1ccc(-c2csc(N/N=C/c3cccnc3)n2)c(Cl)c1
-7%	-50%[59 µM]	-12%	28%	7%	8%	9%	0	21%	Cc1cc(=O)oc2c3c(ccc12)OCN(Cc1ccc(Cl)cc1)C3
-11%	16%	-3%	-12%	-12%	0%	-4%	-3	7%	O=C(CSc1nnc(COc2ccccc2)o1)N1CCCC1
-16%	-36%[59 µM]	-3%	27%	-10%	3%	?	2	10%	Cc1ccccc1CSc1cn(CCNC(=O)c2cccs2)c2ccccc12
-4%	26%[59 µM]	1%	34%	-14%	-10%	-3%	?	18%	Cc1ccc(CNc2nc3ccccc3n2C)cc1
?	13%[12.7 µM]	11%	16%	-18%	i	-2%	-7	1%	Cc1nn(-c2ccccc2)c2sc(C(=O)OC3CCOC3=O)cc12 (stereo not given)
-5%	21%	2%	27%	-10%	i	6%	8	-3%	O=C(Nc1cccnc1)c1ccccc1-c1nc(-c2ccccc2F)no1
2%	5%[59 µM]	0%	10%[57 µM]	-18%	0%	-10%	-1	21%	COc1cccc(CNC(=O)c2ccc3c(c2)N(C)C(=O)C2CCCCN32)c1 (stereo not given)
-9%	22µM*	57%[activator]	0%	?	-5%	-36%	-2	16%	CCOC(=O)c1sc(/N=C/c2ccc(O)cc2O)cc1C
-8%	·	1%	20%	-20%	-4%	·	-1	1%	CC(C)C(=O)Nc1ccc(COc2ccccc2CN(Cc2ccccc2)C(=O)OC(C)(C)C)cc1

Three compounds from above, arranged by their value in PGK inhibitor, largest number first:
Pol eta inh	G9a inh	Pin1 inh	HP1b chromo inh	JMJD2A Tudor inh	PGK inhibitor	BAZ2B inh	PI4K2A inh	GLS inhibitor	SMILES
-28%	10%	5%	72%[activator]	21%	5%	15%	-1	1%	Cc1cc(Cl)ccc1OC(C)C(=O)Nc1ccccc1N1CCOCC1 (stereo not given)
-16%	-36%[59 µM]	-3%	27%	-10%	3%	?	2	10%	Cc1ccccc1CSc1cn(CCNC(=O)c2cccs2)c2ccccc12
-16%	-40%	?	7%	-12%	-5%	·	1	10%	CC(C)c1ccc(/C=C2\Oc3c(ccc(O)c3CN3CCN(C)CC3)C2=O)cc1

Complete entries as entered above. Values in the order: Pol eta inh | G9a inh | Pin1 inh | HP1b chromo inh | JMJD2A Tudor inh | PGK inhibitor | BAZ2B inh | PI4K2A inh | GLS inhibitor
Results for `O=C(Nc1cccnc1)c1ccccc1-c1nc(-c2ccccc2F)no1` → -5% | 21% | 2% | 27% | -10% | i | 6% | 8 | -3%
Results for `Clc1ccc(-c2csc(N/N=C/c3cccnc3)n2)c(Cl)c1` → -18% | ? | ? | 157%[activator] | ? | -1% | ? | -5 | 0%
Results for `O=C(CSc1nnc(COc2ccccc2)o1)N1CCCC1` → -11% | 16% | -3% | -12% | -12% | 0% | -4% | -3 | 7%

(list continues)
Pol eta inh	G9a inh	Pin1 inh	HP1b chromo inh	JMJD2A Tudor inh	PGK inhibitor	BAZ2B inh	PI4K2A inh	GLS inhibitor	SMILES
8%	-27%[12.7 µM]	1%	?	14µM*	-2%	4%	4	?	CCCc1nnc(SCc2ccc(OC)cc2)n1N
-17%	314%[activator]	5%	183%[activator]	153%[activator]	7%	172%[activator]	5	-6%	COC(=O)c1ccc(Sc2ccc(Cl)cc2)c(N)c1
-19%	·	-2%	?	-19%	2%	·	-1	-1%	CC(C)CNS(=O)(=O)c1ccc(Br)cc1N1CCC[C@@H]1CO
-14%	·	·	·	·	-5%	·	0	-1%	COc1ccccc1N1CC(C(=O)OC(C)C(=O)Nc2ccc(F)cc2)CC1=O (stereo not given)
-2%	35%[59 µM]	-9%	33%	11%	8%	0%	-1	5%	Cc1cc2ncc(Cl)nc2cc1C
-28%	-15%	19%	23%	-19%	-1%	7%	-4	-5%	Fc1ccc(-n2c(Cc3ccccc3)nnc2SCc2nc(-c3ccc(Cl)cc3)no2)cc1
-1%	17%	0%	68%[activator]	32%	6%	2%	-2	2%	CCOc1ccc(S(=O)(=O)N2CCc3ccccc3C2)cc1
-6%	5%[59 µM]	0%	13%	-20%	i	·	4	3%	Cc1ccc(NC(=O)C2CCN(S(=O)(=O)c3cccc4nsnc34)CC2)cc1
-5%	-33%[59 µM]	-1%	4%	-29%	-6%	3%[57.1 µM]	-1	-10%	Cc1ccc(-n2ncc(C(=O)NCCc3ccsc3)c2C2CCN(C(=O)OC(C)(C)C)CC2)cc1C
-17%	18%[2.33 µM]	-7%	40%[activator]	-10%	-1%	-4%	-5	-10%	CCCCCCSc1ccc([C@H]2N[C@@](CC(C)C)(C(=O)OC)[C@H]3C(=O)N(CC)C(=O)[C@@H]23)cc1
-1%	-46%	23%	48%[activator]	-19%	-1%	?	-18	-6%	COc1ccc(NC(=O)c2ccc(N3C(=O)C4CC=C(Cl)CC4C3=O)cc2)cc1 (stereo not given)
-8%	13%	0%	23%	3%	4%	-3%	9	4%	Cc1ccc(OCC(=O)NC2CCCC2)c(C)c1
-3%	3%	2%	22%	-14%	3%	-3%	1	7%	CN(C)S(=O)(=O)c1ccc2c(c1)nc(CCC(=O)NCCc1ccc(Cl)cc1)n2C
-10%	-9%	4%	63%[activator]	4%	i	-5%	4	3%	CCc1cc(SC#N)cc(C)c1N
-5%	33%	-1%	35%	-8%	-1%	-35%	0	3%	Cc1cc(C)nc(N(C#N)Cc2ccc([N+](=O)[O-])cc2)n1
-7%	?	3%	-3%	-12%	i	5%	1	-8%	CC1CCC(NC(=O)Nc2cccs2)CC1 (stereo not given)
-3%	-49%	-6%	33%	-10%	-3%	2%	-3	-5%	CC1(C)Cc2c(sc3[nH]c(=O)n(CC(=O)NCC4CCCO4)c(=O)c23)CO1 (stereo not given)
-19%	12%	0%	25%	13%	-8%	6%	65	-5%	CCOC(=O)C(=O)Nc1ccccc1C(N)=O
-18%	-21%	1%	29%	-4%	-4%	10%	4	-7%	Cc1cccc(C)c1NC(=O)CNC(=O)c1c(C)nn(-c2ccccc2)c1Cl
-16%	21%[0.501 µM]	-7%	-2%	-9%	0%	11%	-2	-6%	O=C(CN1C(=O)NC2(CCCC2)C1=O)N1CCN(Cc2ccccc2)CC1
-22%	3%[59 µM]	0%	-12%	79µM*	-27%	?	-1	?	CCOc1ccc2nc(Cl)c(C3CC(c4ccc(C)cc4)=NN3C(=O)CCC(=O)O)cc2c1 (stereo not given)
-3%	7%	-4%	42%[activator]	-7%	-10%	-1%	1	-2%	Cc1sc2ncn(CC(=O)N3CCCCC3)c(=O)c2c1C
-7%	-2%	7%	42%[activator]	-32%	-3%	-19%	-1	2%	O=C(NCCC(=O)N1CCC2(CC1)NCCc1[nH]cnc12)c1cccc(Cl)c1
-20%	-8%	-2%	18%	-15%	-5%	-2%	7	0%	COc1ccc(N(CC(=O)NC2CCCC2)C(=O)c2ccc(C)s2)cc1OC
-16%	?	4%	8%	-28%	5%[11.5 µM]	?	1	-2%	Cc1ccc(-c2nc3ccc(NS(=O)(=O)c4ccccc4)cc3[nH]2)o1
-13%	?	-1%	-3%	?	-2%	-8%	?	14µM*	Nc1ccc(OC(=O)Nc2ccc(O)cc2)cc1
